From PubChem
LDHA inh = blocks human lactate dehydrogenase A; P00338; AID 1347041; hit rate 0.15% among 480,000; activity change, % (values are at about 110 or 230 µM); purified LDHA, NADH/diaphorase-resazurin fluorescence; hits give low values; in the data active means activity change below about -30%; inconclusive means mostly about -25% to -30%;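 further: plate controls were DMSO wells for no effect and wells without enzyme for full effect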
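Human LDH5 at 2 nM final in Tris HCl pH 7.4 with 0.06 mM NADH and 0.2 mM pyruvate, reacted 5 minutes at room temperature. Remaining NADH coupled via diaphorase/resazurin; resorufin fluorescence read at 0 and 20 minutes, normalized to enzyme-free and DMSO wells.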
RXFP1 ag = agonists of human relaxin receptor RXFP1. Q9HBX9. HEK293T-RXFP1 cAMP TR-FRET, 30 min; response scale: percent of porcine relaxin response, buffer zero. Potency, µM (doses to about 57.5 µM), inactives show at the highest dose activation, hits mostly activators. hit rate 0.3% among 370,000. AID 2676; further: potency means the concentration at half of the fitted maximal effect; on the % scale 0 is the no-effect control and ±100 the full control effect; nearly all actives have a fitted effect of over 60% in size; many of its hits are not listed in these tables
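HEK293 cells stably expressing RXFP1, treated 30 min at 37C with compounds plus PDE4 inhibitor Ro 20174; cAMP measured by HTRF TR-FRET. Normalized to buffer and 29 nM porcine relaxin; EC50 by Hill fit.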
USP1 inh = blocks the human USP1/UAF1 deubiquitinase complex; O94782; recombinant USP1/UAF1, Ub-Rhodamine cleavage fluorescence; Potency, µM (highest dose often 57.1 µM), inactives show at the highest dose activity change, negative = inhibition, actives largely listed as inhibitors; hit rate 0.23% among 390,000; AID 743255; further: potency means the concentration at half of the fitted maximal effect; on the % scale 0 is the no-effect control and ±100 the full control effect; nearly all actives have a fitted effect of over 60% in size; inactives centre near -12
Target sequence (O94782 whole entry, looked up): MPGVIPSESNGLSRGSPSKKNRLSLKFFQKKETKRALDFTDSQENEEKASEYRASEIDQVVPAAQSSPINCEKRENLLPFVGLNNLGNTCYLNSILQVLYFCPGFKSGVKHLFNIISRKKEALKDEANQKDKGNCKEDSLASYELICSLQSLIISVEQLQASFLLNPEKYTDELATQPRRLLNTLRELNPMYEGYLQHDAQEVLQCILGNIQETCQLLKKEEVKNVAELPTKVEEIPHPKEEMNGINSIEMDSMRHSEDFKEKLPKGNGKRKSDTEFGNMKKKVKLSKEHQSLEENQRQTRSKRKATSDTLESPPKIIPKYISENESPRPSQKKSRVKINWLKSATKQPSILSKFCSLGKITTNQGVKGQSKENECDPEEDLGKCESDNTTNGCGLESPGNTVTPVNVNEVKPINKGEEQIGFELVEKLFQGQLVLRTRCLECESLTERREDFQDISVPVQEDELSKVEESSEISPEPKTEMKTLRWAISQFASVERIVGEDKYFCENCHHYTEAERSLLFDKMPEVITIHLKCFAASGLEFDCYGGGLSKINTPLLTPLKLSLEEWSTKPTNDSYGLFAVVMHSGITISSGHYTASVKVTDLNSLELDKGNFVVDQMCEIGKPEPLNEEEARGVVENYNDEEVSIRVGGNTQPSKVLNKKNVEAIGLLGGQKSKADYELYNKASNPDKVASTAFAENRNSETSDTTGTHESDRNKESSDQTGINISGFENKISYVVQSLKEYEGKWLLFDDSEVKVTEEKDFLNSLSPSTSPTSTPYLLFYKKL
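Step one: compound is pinned into 1nM USP1/UAF1 in HEPES pH 7.8 buffer with TCEP. Step two: 15 min room-temperature incubation. Step three: Ub-Rho (150nM final) starts cleavage, tracked by fluorescence over six one-minute reads.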
PI4K2A block = inhibitors of human PI4K2A | Q9BTU6 | purified PI4K2A, ADP-Glo luminescence, 1 h; hits give low values | activity change, negative = inhibition, % at 76.9 µM | hit rate 0.13% among 420,000; in the data active means activity change below about -50%; inconclusive means mostly about -30% to -49%;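 further: -100% = wells without enzyme as full effect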
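In this quantitative HTS, ADP production by PI4K2A was quantified luminescently after 1 h at ambient temperature; 100 microM adenosine served as plate-quality control.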
Vif-A3G inh = inhibitors of Vif-APOBEC3G interaction | Q9HC16 | HeLa A3G-eYFP + Vif (tagged APOBEC3G with the HIV-1 protein that degrades it), YFP fluorescence, overnight | Potency, µM (highest dose often 46.1 µM), for the others: at the top dose activity, negative = active, usual class: inhibitors | hit rate 0.076% among 410,000;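 further: potency means the concentration at half of the fitted maximal effect; on the % scale 0 is the no-effect control and ±100 the full control effect; nearly all actives have a fitted effect of over 60% in size; hits raise eYFP signal because A3G escapes Vif-driven loss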
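Read-out is eYFP fluorescence (Ex 488/Em 500-530) from Vif-expressing HeLa A3G-eYFP cells; more signal means A3G escaped Vif-mediated degradation. Cells plated overnight, compound pinned in, incubated overnight at 37 deg C.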
Glioma ERSR ind = inducers of ER stress response in human glioma cells | hit rate 0.02% among 420,000 | U87-MG GRP78 promoter luciferase reporter, 16 h | Potency, µM, without a hit: at the top dose activation, most hits filed as activators; further: potency means the concentration at half of the fitted maximal effect; series mostly up to about 76 µM; % of control where 0% means no effect; nearly all actives have a fitted effect of over 35% in size
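Stably transfected U87-MG human glioma cells carrying a GRP78-based luminescent sensor were seeded at 1000 cells/well, pin-dosed with compounds and incubated 16 h. Luciferase reagent was then added, and end-point luminescence was read after 10 min at room temperature.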
mIDH1 inhibitor = human IDH1 R132H inhibition | O75874 | IDH1-R132H enzyme, NADPH consumption, diaphorase/resazurin fluorescence | Potency, µM (titrated, usually from 76.6 µM), without a hit: at the top dose activity change, negative = inhibition, hits mostly inhibitors | hit rate 0.093% among 390,000; further: potency means the concentration at half of the fitted maximal effect; on the % scale 0 is the no-effect control and ±100 the full control effect; nearly all actives have a fitted effect of over 65% in size
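IDH1-R132H (0.5 ug/mL) preincubated 30 min with compound, then NADPH (0.016 mM) and alpha-KG (2 mM) added; 80 min at RT, pH 7.5. Remaining NADPH coupled via diaphorase/resazurin to fluorescence (540/590 nm); concentration-response curves normalized to no-enzyme control.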
Vif-A3F inh = inhibitors of Vif-A3F interaction. HeLa A3F-eYFP + Vif (tagged APOBEC3F with the HIV-1 protein that degrades it), YFP fluorescence increase. Potency, µM (series often up to 46.1 µM), without a hit: top-dose activity, negative = active. hit rate 0.2% among 390,000; further: potency means the concentration at half of the fitted maximal effect; % of control where 0% means no effect; nearly all actives have a fitted effect of over 65% in size
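HeLa cells stably expressing Vif plus C-terminally eYFP-tagged A3F were seeded, incubated overnight at 37 deg C, dosed with compound, incubated overnight again at 37 deg C. Yellow fluorescence (Ex 488/Em 500-530) reported blocked Vif-mediated A3F-eYFP degradation.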
TrxR1 substrate = is turned over as a substrate by rat TrxR1; hit rate 0.01% among 390,000; Potency, µM (doses to about 114 µM), without a hit: top-dose activity change, negative = substrate turnover; purified TrxR1 substrate turnover, NADPH consumption readout; further: potency means the concentration at half of the fitted maximal effect; on the % scale 0 is the no-effect control and ±100 the full control effect; nearly all actives have a fitted effect of over 50% in size
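Rat TrxR1, dispensed at 90 nM, was prereduced with 400 uM NADPH (final) for 5 min at ~22 deg C, then incubated with compound 15 min before 400 uM selenite. A first-read NADPH fluorescence drop versus no-compound background flagged substrates.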
* marks the source's active call; other numbers are inactive results; u = inconclusive; x = not tested or not shown; & = joins results of further samples; [ ] = dose if it differs, or a comment. Unless noted, the call rests on the fitted dose curve; in most records, active means well fitted curve in the direction sought with a large enough effect; inconclusive means small, poorly fitted or top-dose-only effect, or another doubt; inactive means no such curve, though single readings can be large; an effect the other way counts as inactive or inconclusive. These rows are one share of the data. The share of hits here may be higher or lower than overall.

SMILES	LDHA inh	RXFP1 ag	USP1 inh	PI4K2A block	Vif-A3G inh	Glioma ERSR ind	mIDH1 inhibitor	Vif-A3F inh	TrxR1 substrate
Cc1oc(-c2cccc(Cl)c2)nc1CS(=O)(=O)CC(=O)NCCCN1CCOCC1	0	-0.9%	-19%	5	-1%	-5%	-5%	1%	9%[57.1 µM]
COc1ccc(CN(C)c2ccc(-c3nc(-c4ccccc4)no3)cc2[N+](=O)[O-])cc1	-2	0.2%	-24%	-1	3%	4%	-2%	-1%	-4%
CCOC(=O)c1c(C)n(-c2ccccc2)c2ccc(OCCN(C)C)cc12	1	-1.0%	-13%	3	4%	-2%	2%	0%	4%
Nc1nonc1-c1nc2ccccc2n1Cc1ccccc1	0	-0.3%	-1%	-6	u	-4%	0%	-2%	-1%
COc1ccc(OCC(=O)Nc2ccc(N3CCOCC3)c(Cl)c2)cc1	-1	-0.1%	-19%	0	-1%	-7%	7%	4%	-8%
CC1CCCCN1C(=O)c1ccccc1OC1CCN(S(C)(=O)=O)CC1 (stereo not drawn)	-1	-1.0%	-19%	-10	-6%	-5%	-5%	-10%	-8%[57.1 µM]
CCc1cnc2c(c1SCC(=O)NCc1ccc(F)cc1)c(=O)n(C)c(=O)n2C	-2&-12	0.5%	-27%	7	-4%	1%	-8%	1%	-6%[57.1 µM]
COc1cc(S(=O)(=O)N(C)C)ccc1F	-4	0.6%	-6%	-2	2%	1%	2%	-2%	2%
Cc1ccc(-n2nc(C(=O)Nc3ccc(Br)cc3C)c(=O)n(C)c2=O)cc1	-14	-0.8%	3%	0	4%	-3%	-8%	-4%	-3%[57.1 µM]
CSc1nc2c(c(=O)[nH]1)C(c1cccc(Cl)c1Cl)CC(=O)N2 (stereo not drawn)	-4	-1.6%	-10%	-3	-7%	0%	-2%	13%	7%
O=C(CCOc1ccccc1)Nc1cccc(S(=O)(=O)Nc2ccccc2Cl)c1	-14	2.2%	-10%	-4	0%	-6%	2%	7%	-5%
CCOCCn1ccc2c(OCC(=O)NCCc3ccc(OC)c(OC)c3)cccc2c1=O	0	0.3%	-20%	3	-3%	-2%	0%	-4%	0%
CCN(CC)C(=O)c1ccc(-c2nnc(Nc3ccc(C(=O)N(C)C)cc3)c3ccccc23)cc1	2	4.1%	-12%	5	-9%	0%	14%	2%	3%
CC(C)NC(=O)Nc1cccc2c1O[C@H](CN(C)S(C)(=O)=O)[C@@H](C)CN([C@H](C)CO)C2=O	0	x	-3%	4	2%	3%	7%	5%	3%
COc1ccc(OCc2cc(C(=O)NC(C)Cc3ccccn3)no2)c(Cl)c1 (stereo not drawn)	1	-0.3%	-9%	4	0%	-3%	-8%	1%	-7%
N#CCc1ccc(NC(=O)Nc2cccc3ccccc23)cc1	3	0.0%	-19%	0	-1%	0%	-5%	0%	2%
CCCN1CCN(C(=O)c2ccc(F)c(S(=O)(=O)N3CCOCC3)c2)CC1	-2	-0.3%	-14%	9	1%	-4%	-1%	-1%	-8%
C=C1c2ccccc2S(=O)(=O)N(Cc2ccccc2)C1COCc1ccccc1 (stereo not drawn)	0	0.0%	-26%	-1	1%	-4%	-3%	-4%	-5%
COc1ccc2c(c1)c1ncn(CCN3CCCCC3)c(=O)c1n2C	1	-0.4%	-14%	-3	-1%	-2%	8%	1%	119%[activator]
CN(C)c1ccc(C(CNS(=O)(=O)c2ccc(Cl)cc2)N2CCOCC2)cc1 (stereo not drawn)	0	-5.1%	-5%	-9	0%	-4%	30%	3%	4%[57.1 µM]

Compound profiles, as listed above. Values in the order: LDHA inh | RXFP1 ag | USP1 inh | PI4K2A block | Vif-A3G inh | Glioma ERSR ind | mIDH1 inhibitor | Vif-A3F inh | TrxR1 substrate
CCCN1CCN(C(=O)c2ccc(F)c(S(=O)(=O)N3CCOCC3)c2)CC1 is listed with -2 | -0.3% | -14% | 9 | 1% | -4% | -1% | -1% | -8%
COc1ccc(CN(C)c2ccc(-c3nc(-c4ccccc4)no3)cc2[N+](=O)[O-])cc1 is listed with -2 | 0.2% | -24% | -1 | 3% | 4% | -2% | -1% | -4%
CC1CCCCN1C(=O)c1ccccc1OC1CCN(S(C)(=O)=O)CC1 (stereo not drawn) is listed with -1 | -1.0% | -19% | -10 | -6% | -5% | -5% | -10% | -8%[57.1 µM]
CC(C)NC(=O)Nc1cccc2c1O[C@H](CN(C)S(C)(=O)=O)[C@@H](C)CN([C@H](C)CO)C2=O is listed with 0 | x | -3% | 4 | 2% | 3% | 7% | 5% | 3%
O=C(CCOc1ccccc1)Nc1cccc(S(=O)(=O)Nc2ccccc2Cl)c1 is listed with -14 | 2.2% | -10% | -4 | 0% | -6% | 2% | 7% | -5%
